ROMK mod – modulators of human ROMK potassium channel | P48048 | Tet-inducible ROMK, thallium flux fluorescence; actives lie on both sides | B-score at 10 µM | 2% of 130,000 active | AID 1918;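 active = signal ratio slope over the read window, or its plate-corrected B-score, at least 3 SD from the plate mean, either direction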;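 note: B-score of the F/F0 ratio slope over 7 to 12 s after thallium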
Target sequence (P48048 whole entry, looked up): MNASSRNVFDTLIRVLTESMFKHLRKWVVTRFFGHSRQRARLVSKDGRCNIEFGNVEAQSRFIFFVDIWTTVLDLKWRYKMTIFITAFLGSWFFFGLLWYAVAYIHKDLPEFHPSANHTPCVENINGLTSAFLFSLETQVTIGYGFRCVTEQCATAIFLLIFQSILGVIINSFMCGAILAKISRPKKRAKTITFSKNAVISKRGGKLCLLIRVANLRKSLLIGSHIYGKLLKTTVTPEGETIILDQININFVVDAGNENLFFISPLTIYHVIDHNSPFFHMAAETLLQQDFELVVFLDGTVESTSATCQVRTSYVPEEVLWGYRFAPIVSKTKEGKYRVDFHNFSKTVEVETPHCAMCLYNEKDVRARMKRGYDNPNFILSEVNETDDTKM
Diaph act CS – diaphorase activation or chemical reduction counter-screen; Diaphorase/resazurin coupled assay, resorufin fluorescence, 16 min; active compounds read high; 1 = vehicle wells, 0 = NADH-free wells; 0.005% of 190,000 active; activation factor at 20 µM;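 active = diaphorase activity raised at least twofold by the compound at 20 µM; inactive = activation factor below 2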
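Material: Purified diaphorase enzyme from Clostridium kluyveri | Buffer or medium: 50 mM HEPES pH 7.4 with 4.542 mM MgCl2, 0.005% Tween 20 | Times: 16 min enzyme reaction, ambient temperature | Signal: Red resorufin fluorescence at 544/590 nm excitation/emission | Measure: Increased resorufin signal from activators or reducing compounds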
PMI activator – increases human mannose-6-phosphate isomerase activity | AID 1214 | P34949 | 0.005% of 190,000 active | activation factor at 20 µM | purified human PMI, coupled resazurin fluorescence, 20 min; active compounds read high; 1 = vehicle control, 0 substrate-free wells;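 active = activation factor of 2 or more at 20 µM, relative to plate controls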
Target sequence (P34949 whole entry, looked up): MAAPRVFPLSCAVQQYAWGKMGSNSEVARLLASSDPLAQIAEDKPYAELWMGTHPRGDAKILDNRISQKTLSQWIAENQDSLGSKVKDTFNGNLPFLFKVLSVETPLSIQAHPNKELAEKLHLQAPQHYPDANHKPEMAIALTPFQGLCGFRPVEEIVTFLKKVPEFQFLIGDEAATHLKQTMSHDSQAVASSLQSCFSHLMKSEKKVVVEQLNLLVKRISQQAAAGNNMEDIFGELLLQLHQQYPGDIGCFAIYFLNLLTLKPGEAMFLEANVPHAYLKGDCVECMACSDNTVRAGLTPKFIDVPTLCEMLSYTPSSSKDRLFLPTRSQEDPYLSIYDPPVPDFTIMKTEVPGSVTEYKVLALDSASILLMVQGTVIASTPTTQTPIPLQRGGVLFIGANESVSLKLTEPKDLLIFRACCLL
Diaphorase inh – diaphorase inhibition or chemical oxidation counter-screen; diaphorase resazurin-to-resorufin fluorescence, NADH, 16 min; bacterial (C. kluyveri) enzyme, not human; 0.69% of 190,000 active; inhibition, % at 20 µM; AID 1217;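 active = primary screen inhibition at 20 µM above a set limit, cut at about 50% in these data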;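 note: plate controls were DMSO with full reaction for no effect and wells lacking NADH for full effect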
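Test system: diaphorase enzyme from Clostridium kluyveri; amount: diaphorase at 0.14 U/mL in enzyme working solution; detection: fluorescence of resorufin formed from resazurin, Ex 544/Em 590 nm; times: reaction incubation of 16 min at room temperature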
PPARg SRC-1 ag – promotes SRC-1 coactivator recruitment by human PPARgamma. P37231. PPARgamma-SRC-1 coactivator recruitment biochemical assay. activation, % at 8 µM. 0.41% of 200,000 active. AID 631; in the data active = activation above about 19%;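 note: 0% = DMSO and 100% = reference agonist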
G6PDH counter – counter-screen for G6PDH assay hits: L. mesenteroides G6PDH inhibition; inhibition, % at 5 µM; 0.12% of 200,000 active; Purified L. mesenteroides G6PDH, diaphorase/resazurin coupled fluorescence, 45 min; in the data active = inhibition above about 50%
PMI act satM6P – PMI (human) activation, high substrate; P34949; coupled PMI enzyme assay, resazurin fluorescence, 20 min; active compounds read high; 1 = untreated enzyme, 0 = substrate-free blank; AID 1216; 0.34% of 190,000 active; activation factor at 20 µM;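 active = activation factor of 2 or more at 20 µM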
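Test system: human PMI in coupled enzyme assay; Input: PMI at 15 ng/mL final; Medium: HEPES buffer, pH 7.4; Schedule: 20 min incubation at room temperature; Technique: resorufin fluorescence at Ex 544/Em 590 nm; Compound: 20 µM single dose; Probe or stimulus: Near-saturating mannose-6-phosphate, 1.0 mM.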
PPARg SRC-2 ag – agonists of SRC-2 recruitment by human PPARgamma. P37231. PPARgamma LBD-SRC-2 recruitment, biochemical. activation, % at 8 µM. 0.34% of 200,000 active; in the data active = activation above about 22%;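 note: 0% = vehicle and 100% = reference agonist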
S1P3 antagonist – antagonists of human S1P3 receptor; inhibition, % at 4.98 µM; 0.27% of 170,000 active; CHO S1P3 NFAT-BLA reporter, FRET fluorescence, antagonist mode; Q99500; AID 485;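 active = inhibition above the plate cutoff, the mean inhibition of test wells on that plate plus 3 SD, cut at about 28% in these data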;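 note: cells challenged with S1P at its EC80 of 0.8 µM; blue over green emission ratio from cleaved BLA substrate after 4 h stimulation; 0% = S1P-stimulated wells and 100% = unstimulated DMSO-only wells; some compounds past the cut are filed as inactive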
PPARg SRC-3 ag – promotes SRC-3 coactivator recruitment by human PPARgamma; activation, % at 8 µM; P37231; AID 731; biochemical PPARgamma/SRC-3 coactivator recruitment assay; 0.26% of 200,000 active; in the data active = activation above about 23%;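 note: 0% = DMSO and 100% = reference agonist; some compounds past the cut are filed as inactive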
TR-FRET SRC-2 ct – counter-screen for PPARgamma SRC-2 recruitment agonists: TR-FRET artefact | active compounds read high | TR-FRET ratio at 8 µM | 0.4% of 200,000 active; in the data active = TR-FRET ratio above about 2000; note: inactives centre near 1500; reference of the scale not given here
Active calls of the source: *; / = no result given.

SMILES	ROMK mod	Diaph act CS	PMI activator	Diaphorase inh	PPARg SRC-1 ag	G6PDH counter	PMI act satM6P	PPARg SRC-2 ag	S1P3 antagonist	PPARg SRC-3 ag	TR-FRET SRC-2 ct
CCOC(=O)c1ccccc1NC(=O)c1ccc2c(=O)n3c(nc2c1)CCCCC3	/	0.6	0.9	43	4	1	0.5	1	24	6	1629
Cn1c(=O)c2c(ncn2CC(=O)N/N=C/c2ccc(Br)s2)n(C)c1=O	/	0.9	0.9	12	4	-4	0.9	8	-11	6	1788
O=C(O)CCCCCNC(=O)CCn1nnc2ccccc2c1=O	0.15	0.8	1	21	-3	10	1	-7	-10	-8	1588
O=C(C1=C[C@@H](C2CCCCC2)C[C@@H](OCCCCO)O1)N1CCN(Cc2ccccc2)CC1	/	1	1	-5	-1	14	1	0	-8	-2	1400
CC1(C)C2CCC1(CS(=O)(=O)NCc1ccc(C(=O)O)cc1)C(=O)C2 (stereo not given)	/	0.9	0.9	8	4	-14	1	-7	-14	8	1386
COc1ccc2[nH]c(=O)c(CN(Cc3ccccc3)C(=S)NCC3CCCO3)cc2c1 (stereo not given)	-0.25	0.6	0.8	43	2	17	0.9	-1	-6	5	1425
CCO[C@H]1OC(C(=O)Nc2ccccc2)=C[C@@H](C)[C@@H]1CCCO	/	0.8	1	16	6	2	1	6	-17	4	1570
CCCn1c(SCC(=O)Nc2nnc(C(C)C)s2)nc2c1c(=O)n(C)c(=O)n2C	-0.49	0.8	1	17	0	-1	1	3	-30	-2	1524
CCN(CC)CCCN1C(=O)C(O)=C(C(=O)c2ccc(C)o2)C1c1ccco1 (stereo not given)	/	/	/	/	-2	/	/	9	-29	3	1753
CCNC(=O)NC1(C(=O)Nc2ccc3c(c2)OCCO3)CCCCC1	/	1.1	1.1	-13	3	4	1.1	9	/	1	1679
COc1ccc(NC(=O)CCN2C(=O)c3ccccc3S2(=O)=O)c(OC)c1	/	0.7	0.8	28	6	11	0.9	10	-15	5	1630
O=C(O)C1CC(=O)N(CCOc2ccccc2)C1 (stereo not given)	/	0.9	0.9	11	-5	-16	0.9	2	22	-4	1570
CCOC(=O)C1=NN(c2ccccc2C)C2=NC(C)=C(C(=O)OC)C(c3cccc(OC)c3)N12 (stereo not given)	-0.22	0.9	1	7	-9	5	1.1	-6	14	-2	1486
CC1(C)C(=O)OC(c2ccccc2)C2(CCCC2)C1=O (stereo not given)	1.6	0.9	0.9	13	0	11	0.9	-5	/	2	1759
C=CCn1c(=NC(=O)CC)n(C)c2ccccc21	0.26	0.8	1.1	18	13	6	1.1	2	-5	5	1581
COC(=O)CN(c1ccc(C(C)C)cc1)S(=O)(=O)c1c(C)[nH]c(=O)[nH]c1=O	/	0.9	1	12	4	8	1.1	-6	-2	-3	1347
COc1ccc(Cc2noc(CN(C)CC(O)c3ccccc3)n2)cc1OC (stereo not given)	-0.47	1	1.1	-4	2	8	1	-6	-23	-9	1507
CCCOC(=O)c1ccc(Oc2coc3c(CN(CC)CC)c(O)ccc3c2=O)cc1	0.22	0.9	0.9	13	7	-6	0.8	9	4	2	1696
COc1ccc(NC(=O)CCCN2C(=O)/C(=C\c3ccco3)SC2=S)cc1	-0.5	0.7	1	31	-2	-17	0.9	6	13	1	1423
Cc1cccc(C(=O)Nc2ccc(O)cc2)c1	0.31	/	/	/	7	/	/	-3	-13	-1	1419
CCN(CC)C(=O)C1CCCN(Cc2ccccc2C(F)(F)F)C1 (stereo not given)	/	0.8	0.9	16	-2	18	1	-4	11	4	1370
COc1ccc(Nc2nc(N3CCCC3)nc3ccccc23)c(OC)c1	/	1	0.8	3	-4	-39	0.9	-1	-11	9	1454
CC(=O)Nc1ccc(Nc2nc(-c3ccccc3)nc3ccccc23)cc1	1.3	0.9	1.1	9	-1	4	1	-5	-3	-1	1370
O=S(=O)(c1cccc2cccnc12)N1CCN(c2ccc(F)cc2)CC1	-0.011	0.9	1	6	2	9	1	-4	7	8	1287
Cc1ccc(-c2cc(C(=O)N/N=C\c3cnn(C)c3C)c3ccccc3n2)cc1C	0.66	0.9	0.9	8	1	6	0.9	5	/	1	1581
CCN(CC)S(=O)(=O)c1ccc(C(=O)NCC(c2cccs2)N2CCOCC2)cc1 (stereo not given)	/	0.9	0.9	13	7	-4	1	6	/	13	1616
Cc1nn(CCC(=O)NNC(=S)Nc2ccc(F)cc2)c(C)c1[N+](=O)[O-]	/	0.9	1	12	0	0	1	0	/	5	1401
Cc1nc2cc(-c3cccc(Cl)c3)nn2c(N2CCN(C(=O)c3ccco3)CC2)c1C	/	0.7	0.9	34	/	-8	1	/	-5	/	/
O=C(O)c1cc(-c2ccc(/C=N/NC(=S)Nc3ccccc3)o2)ccc1Cl	-0.85	0.8	1	21	-2	9	0.9	-2	3	2	1468
O=C(NCc1ccc2c(c1)OCO2)c1cc2ncc(Br)cn2n1	/	0.8	0.8	22	3	10	0.9	3	-26	3	1468
Cc1ccc(-c2cc(C(=O)Nc3ccccn3)c3ccccc3n2)o1	-1.1	0.7	1.3	31	4	-5	1.5	-2	1	2	1540
O=C(CCC(=O)N1CCCC1)Nc1ccc([N+](=O)[O-])cc1	-0.15	1	0.9	5	9	0	1	1	8	-4	1750
CCN1/C(=C2\SC(=S)N(Cc3ccccc3)C2=O)Sc2ccccc21	/	0.9	0.9	8	4	-18	1	-2	-4	-5	1649
CCOc1ccc(C(=O)NC(=S)Nc2ccccc2OC)cc1[N+](=O)[O-]	/	0.9	1	6	7	10	1	1	8	-2	1421
COCCn1c(SCC(=O)Nc2cccc(C)n2)nnc1-c1ccco1	-0.35	1	1	-2	-5	7	1	-9	-3	-7	1283
O=C(Nc1ccccc1C(=O)N/N=C/c1ccco1)c1ccccc1	0.2	0.9	1.1	12	0	-4	0.9	9	-5	6	1633
COCC1CCN(Cc2cn[nH]c2-c2ccc(OC)cc2F)C1 (stereo not given)	0.43	/	/	/	-5	15	/	-6	-19	-2	1367
O=C(c1ccco1)N1CCN(C(=O)c2cc3c(s2)-c2ccccc2OC3)CC1	/	0.9	1	11	-3	-22	1.1	17	-6	14	1742
O=C(Nc1ccnc(-c2ccncc2)n1)c1ccc(F)cc1	0.57	0.9	0.9	7	6	12	0.9	7	7	8	1593
CCOC(=O)C1CCCN(c2cc(=O)n(C3CCCCC3)c(=O)[nH]2)C1 (stereo not given)	0.83	0.9	1	10	6	3	0.9	5	-3	-2	1588
Cc1cccc(N2CCN(C(=O)Cn3c(=O)[nH]c4ccsc4c3=O)CC2C)c1 (stereo not given)	-0.72	0.9	1	5	-2	2	1	2	/	-7	1595
COc1ccc(S(=O)(=O)Nc2cc(C)ccn2)cc1	-0.3	0.9	1	11	4	0	1	1	/	-2	1649
Cc1ccc(O)c(C(=O)c2cc(C#N)c(=O)n(CC3CCCO3)c2)c1 (stereo not given)	-0.14	1	1	-4	2	24	1	6	-102	12	1562
O=C(c1cccc(-c2ccc(O)cc2)c1)N1CCN(c2ccc(F)cc2)CC1	0.61	1	1	-1	-1	-1	0.9	-1	-1	3	1494
CC(C)NC(=O)C1CC=CCC1C(=O)O (stereo not given)	0.015	1	1.1	4	-4	-4	1.1	8	-12	-5	1473

Copied from the list:
S1P3 antagonist with CCOc1ccc(C(=O)NC(=S)Nc2ccccc2OC)cc1[N+](=O)[O-] stands at 8
TR-FRET SRC-2 ct with CCOC(=O)C1CCCN(c2cc(=O)n(C3CCCCC3)c(=O)[nH]2)C1 (stereo not given) stands at 1588
PPARg SRC-3 ag with COCC1CCN(Cc2cn[nH]c2-c2ccc(OC)cc2F)C1 (stereo not given) stands at -2
PPARg SRC-2 ag with O=C(c1cccc(-c2ccc(O)cc2)c1)N1CCN(c2ccc(F)cc2)CC1 stands at -1

A draw from above in order of length of the SMILES, highest first.
SMILES	ROMK mod	Diaph act CS	PMI activator	Diaphorase inh	PPARg SRC-1 ag	G6PDH counter	PMI act satM6P	PPARg SRC-2 ag	S1P3 antagonist	PPARg SRC-3 ag	TR-FRET SRC-2 ct
O=C(NCc1ccc2c(c1)OCO2)c1cc2ncc(Br)cn2n1	/	0.8	0.8	22	3	10	0.9	3	-26	3	1468
CC1(C)C(=O)OC(c2ccccc2)C2(CCCC2)C1=O (stereo not given)	1.6	0.9	0.9	13	0	11	0.9	-5	/	2	1759
O=C(O)CCCCCNC(=O)CCn1nnc2ccccc2c1=O	0.15	0.8	1	21	-3	10	1	-7	-10	-8	1588

(cont.)
SMILES	ROMK mod	Diaph act CS	PMI activator	Diaphorase inh	PPARg SRC-1 ag	G6PDH counter	PMI act satM6P	PPARg SRC-2 ag	S1P3 antagonist	PPARg SRC-3 ag	TR-FRET SRC-2 ct
S=c1[nH]nc(-c2ccccc2)n1CC1CCCO1 (stereo not given)	/	1	0.9	0	7	13	1.1	14	-4	5	1678
COC(=O)c1cc(OC)c(OC)cc1NC(=O)C(C)c1ccc([N+](=O)[O-])cc1 (stereo not given)	/	1	1	4	7	-12	1	10	2	0	1644
CCCc1cc2c(=O)n(NC(=O)c3nn(C)cc3[N+](=O)[O-])c(C)nc2s1	/	0.9	1	12	-1	9	1	-4	5	-2	1616
O=C(c1nc2ccccn2c1CNCCCn1cccn1)N1CCCC1	0.19	0.9	0.9	10	-2	1	1	6	-8	-1	1472
COc1ccc(OCCn2nnc(-c3ccc(Cl)cc3)n2)cc1	/	0.9	0.9	6	5	2	1	2	-8	2	1466
Cc1ccc(S(=O)(=O)c2nc(S(C)(=O)=O)sc2N(C)C)cc1	/	0.9	1	10	9	3	1	12	-24	2	1874
CN(C)c1nc(SCCOC(=O)c2ccccc2)nc(N(C)C)n1	/	1	1	3	5	-23	0.9	5	-13	5	1418
O=C(COC(=O)c1ccccc1NC(=O)c1ccco1)NC1CCCCC1	-0.53	1.1	1.1	-7	-6	-1	1.1	1	/	2	1483
Cc1ccc(C)c(NC(=O)c2ccc(S(=O)(=O)C(F)F)cc2)c1	/	0.9	1	8	8	-7	1	-1	5	0	1505
Cc1cc(C)c(N(C(=O)c2csnn2)C(C(=O)NC(C)(C)C)c2ccncc2)c(C)c1 (stereo not given)	-0.34	0.9	0.8	9	2	18	0.9	6	7	-1	1585
N#CCCN(C(=O)COC(=O)Cc1ccc(Br)cc1)c1ccccc1	0.023	0.9	0.9	8	-3	8	0.9	1	-12	3	1524
O=S(=O)(Nc1ccc2c(c1)nc1n2CCOC1)c1ccc(Cl)cc1	0.28	0.9	1	11	5	10	0.9	5	16	8	1491
Cc1nnc(SCC(=O)NCc2ccc3c(c2)OCO3)n1C	-0.32	0.9	1	7	12	-7	1	-3	-4	-1	1401
COc1ccc(NC(=O)C(C)NS(=O)(=O)c2ccccc2)cc1Cl (stereo not given)	0.047	0.9	0.9	11	-4	-16	0.9	-3	34	1	1343
Cc1ccc(-c2nnn(CC(=O)NCCc3ccc4c(c3)OCO4)n2)cc1	-0.33	1	1.1	-3	11	-2	1	8	-6	-1	1760
